Screens (PubChem BioAssay)
AMA1-RON2 inh – inhibitors of Plasmodium falciparum AMA1-RON2 interaction. AID 720542. AlphaScreen AMA1-biotinylated RON2 peptide binding. Potency, µM (doses to about 58.2 µM), inactives show at the top dose activity change, negative = inhibition, usual class: inhibitors. 0.2% of 360,000 active;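 note: potency is the fitted concentration of half-maximal effect; 0% = vehicle wells and -100% = peptide control; nearly all actives have a fitted effect of over 45% in size; some results filed as inactive show a strong effect at the top dose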
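AMA1 (3D7) with his tag at 25 nM final met compounds first, then biotinylated RON2 peptide at 25 nM; detection used donor plus acceptor beads, 10 µg/mL apiece, read by AlphaScreen after 30 min at room temperature.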
LmPK inhibitor – inhibitors of Leishmania mexicana pyruvate kinase; purified LmPK, Kinase-Glo ATP luminescence, 1 h; 0.37% of 290,000 active; AID 1721; Potency, µM (series often up to 57.5 µM), for the others: top-dose activity change, negative = inhibition, actives largely listed as inhibitors; Q27686; note: potency is the fitted concentration of half-maximal effect
Target sequence (Q27686 whole entry, looked up): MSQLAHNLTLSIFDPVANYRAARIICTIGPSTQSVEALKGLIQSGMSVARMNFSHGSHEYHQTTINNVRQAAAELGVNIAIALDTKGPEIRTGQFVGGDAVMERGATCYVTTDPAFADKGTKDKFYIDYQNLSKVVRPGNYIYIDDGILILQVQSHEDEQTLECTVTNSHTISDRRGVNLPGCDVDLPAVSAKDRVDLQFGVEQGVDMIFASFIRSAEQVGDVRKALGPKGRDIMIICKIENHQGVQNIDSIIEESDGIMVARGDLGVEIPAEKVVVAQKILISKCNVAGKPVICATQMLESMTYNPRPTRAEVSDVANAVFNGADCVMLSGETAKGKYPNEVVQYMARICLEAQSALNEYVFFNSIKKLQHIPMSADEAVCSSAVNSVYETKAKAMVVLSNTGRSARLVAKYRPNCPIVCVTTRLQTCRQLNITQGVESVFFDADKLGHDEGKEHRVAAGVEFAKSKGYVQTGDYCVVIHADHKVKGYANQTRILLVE
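In 50 mM imidazole pH 7.2 with 7 mM MgCl2, LmPK (0.1 nM) turned over PEP (0.5 mM) and ADP (0.1 mM) for 1 h at room temperature. Luciferase read-out of ATP.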
AmpC detergent – AmpC beta-lactamase inhibition with detergent present; P00811; AmpC hydrolysis of nitrocefin, absorbance 480 nm, 0.01% Triton; Potency, µM (top dose mostly 114 µM), for the others: at the highest dose activity change, negative = inhibition, hits mostly inhibitors; 0.041% of 370,000 active; AID 485294;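 note: potency is the fitted concentration of half-maximal effect; 0% = no-compound wells and -100% = no-enzyme wells; nearly all actives have a fitted effect of over 25% in size; some results filed as inactive show a strong effect at the top dose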
Target sequence (P00811 whole entry, looked up): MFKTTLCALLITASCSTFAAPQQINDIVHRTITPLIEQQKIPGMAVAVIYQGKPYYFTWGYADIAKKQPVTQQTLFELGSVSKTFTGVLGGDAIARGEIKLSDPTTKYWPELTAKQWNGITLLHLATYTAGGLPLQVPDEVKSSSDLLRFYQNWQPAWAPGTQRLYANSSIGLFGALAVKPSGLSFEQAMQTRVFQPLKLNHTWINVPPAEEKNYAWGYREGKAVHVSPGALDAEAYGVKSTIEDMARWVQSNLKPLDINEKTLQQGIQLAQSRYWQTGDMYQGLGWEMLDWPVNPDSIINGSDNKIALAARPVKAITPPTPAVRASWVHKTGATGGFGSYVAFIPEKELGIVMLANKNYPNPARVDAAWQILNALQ
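AmpC (5.3 nM in the dispensed reagent) in 20 mM phosphate pH 7.0 with 0.01% (detergent screen) or 0.0001% Triton X-100 was preincubated with compounds for 15 min at room temperature. Nitrocefin was then added from an 800 uM solution, and hydrolysis was followed at 480 nm.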
HCMV inh – blocks human cytomegalovirus replication; activity change, negative = inhibition, % at 57.5 µM; HFF cells, HCMV-luciferase reporter, 72 h; active compounds read low; 4.5% of 410,000 active; in the data active = activity change below about -60%; inconclusive = no clear call, values can overlap the other calls; inactive = above about -39%
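Compounds were evaluated in HFFs infected with an HCMV luciferase reporter virus (MOI 1 PFU/cell). Luciferase in lysates collected 72 h post infection served as the replication measure.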
TbPYK inhibitor – blocks Trypanosoma brucei pyruvate kinase | Q57TT1 | Potency, µM (series often up to 76.8 µM), for the others: at the highest dose activity, negative = inhibition, usual class: inhibitors | TbPYK enzyme, Kinase-Glo Plus ATP luminescence, 45 min | 0.12% of 410,000 active; note: potency is the fitted concentration of half-maximal effect; nearly all actives have a fitted effect of over 50% in size
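Luminescence from Kinase-Glo Plus, added after a 45-minute room-temperature reaction, served as the end-point read-out. The enzyme and substrate were preincubated with compound before ADP (130 uM final) initiated turnover. Concentration-effect curves came from normalized qHTS data.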
Sm TGR inh – S. mansoni TGR enzyme inhibition | Q962Y6 | purified TGR, DTNB reduction, TNB absorbance 405 nm | Potency, µM (titrated, usually from 114 µM), without a hit: at the highest dose activity change, negative = inhibition, actives largely listed as inhibitors | 3% of 360,000 active | AID 485364; note: potency is the fitted concentration of half-maximal effect; nearly all actives have a fitted effect of over 60% in size
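Kinetic colorimetric format: TGR-catalysed, NADPH-driven DTNB reduction monitored via TNB absorbance. Enzyme dispensed at 20 nM; compound exposure 15 min at room temperature before reaction start.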
AmpC inh no detg – blocks E. coli AmpC beta-lactamase in detergent-free assay. P00811. AmpC nitrocefin hydrolysis, absorbance 480 nm, 0.0001% Triton. Potency, µM (titrated, usually from 57.1 µM), inactives show at the highest dose activity change, negative = inhibition, actives largely listed as inhibitors. 0.52% of 330,000 active;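 note: potency is the fitted concentration of half-maximal effect; plate controls were no compound for no effect and no enzyme for full effect; nearly all actives have a fitted effect of over 20% in size; some results filed as inactive show a strong effect at the top dose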
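20 mM phosphate pH 7.0 + 0.01% (detergent screen) or 0.0001% Triton X-100; 5.3 nM AmpC reagent; cpd preinc 15 min RT; nitrocefin (800 uM stock) to start; A480 q20 s × 4 min; Activity was normalised to no-enzyme and no-compound control wells.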
Starred values were filed as active, the others as inactive; ? = inconclusive; . = no result given; & = joins results of further samples; [ ] = remark or other dose. Unless noted, calls come from the whole dose curve; as a rule, active = well fitted curve in the direction sought with a large enough effect; inconclusive = small, poorly fitted or top-dose-only effect, or another doubt; inactive = no such curve, though single readings can be large; an effect the other way counts as inactive or inconclusive. Unless noted, % is set by controls: 0 for no effect and ±100 for the full control effect.

SMILES | AMA1-RON2 inh | LmPK inhibitor | AmpC detergent | HCMV inh | TbPYK inhibitor | Sm TGR inh | AmpC inh no detg
NC(=O)Cn1cc(C(=O)c2ccccc2F)c2ccccc21 | -9% | -2% | -13% | -30 | 1% | 0% | -3%[11.4 µM]
CCN(CC)C(=O)COc1ccc(/C=N/NC(=O)c2cc(-c3ccccc3OC)nc3ccccc23)cc1OC | 5% | . | . | 23 | 1% | . | .
CCOC(=O)c1ccccc1NC(=O)Cc1sc(-c2cccnc2)nc1-c1ccc(C)cc1 | . | 5% | ? | . | . | -8% | 1%
COc1ccc(/C(C)=N/NC(=O)CNC(=O)c2ccco2)c(OC)c1 | 38%[activator] | 6% | -9% | ? | 1% | -23% | -11%
CCNc1nc(NCC)nc(N(C)n2cnnc2)n1 | 0% | -6% | 1% | 22 | 4% | -29% | 0%
COCCN(C(=O)Nc1ccc(OC)cc1)c1nc2ccccc2s1 | -1% | 2% | 4% | -97* | 4% | -6% | 16%
CCc1ccc(NC(=O)Cn2c(=O)n(-c3ccccc3)c(=O)c3ccc(C(=O)NCc4ccc5c(c4)OCO5)cc32)cc1 | . | . | 1% | -37 | 4% | 1% | .
O=C(Cn1cnc2cc([N+](=O)[O-])ccc2c1=O)N1CCN(S(=O)(=O)c2ccccc2)CC1 | 19% | . | . | 3 | -1% | . | 0%
CN1C(=O)C(C)(C)c2cc(S(=O)(=O)N3CCCCCC3)ccc21 | 6% | -7% | ? | 12 | -1% | 11% | 20%
COc1cc2c(cc1OC)C(COc1ccc3c(C)cc(=O)oc3c1)N(C(=O)c1ccc(C)cc1)CC2 (stereo unspecified) | . | . | -3% | -19 | 1% | -1% | .
COCCOC(=O)c1c(NC(=O)CN2c3ccccc3CC2C)sc(C(N)=O)c1C (stereo unspecified) | 31%[activator] | 2% | 1% | -17 | 2% | -25% | 125%[activator]
CCCN(CCC)C(=O)c1cc2c(=O)n3cccc(C)c3nc2s1 | 17% | -1% | -8%&3% | 17 | -24%&0% | -34%&-28% | 38%
COc1ccc(/C=C/c2ccc3ccccc3[n+]2C)cc1OC | -15% | 2% | 0% | . | 1% | 6% | -7%
NP(=O)(OCCCc1ccccc1)Oc1ccccc1Cl (stereo unspecified) | 7% | 4% | -7% | 23 | -5% | -20% | 11%
Cc1ccc(Oc2ccc(C(F)(F)F)cc2[N+](=O)[O-])c([N+](=O)[O-])n1 | -1% | 1% | 9% | 6 | 3% | 8% | -6%
Cc1nc2c(-c3ccccc3)c(C)nn2c(C)c1CCC(=O)N1CCN(c2ccccc2)CC1 | . | . | ? | 3 | -1% | -6% | .
Cn1cccc1/C=N/NC(=O)c1ccc(OC(F)(F)C(F)F)cc1 | -1% | -5% | 2% | -30 | 2% | 1% | -25%
COC(=O)c1cc(OC)c(OC)cc1NC(=O)c1ccc(OC)cc1 | 1% | 1% | -9% | -13 | -7% | 1% | -10%
C[C@H]1CN([C@@H](C)CO)C(=O)Cc2cc(NC(=O)CCC(F)(F)F)ccc2O[C@H]1CN(C)S(C)(=O)=O | 15% | . | . | 15 | -3% | . | 17%
NNC(=O)C(Cc1ccccc1)NC(=O)OCc1ccccc1 (stereo unspecified) | -5% | 6% | 0% | -19 | 7% | -3% | -20%
Cc1ccc2oc(=O)cc(/C=C/c3ccccc3)c2c1 | -4% | 1% | ? | -11 | -3% | 4% | -17%
O=C(NCC(c1cccnc1)N1CCc2ccccc21)c1ccc(Cl)cc1 (stereo unspecified) | . | . | 12% | -18 | -5% | 6% | .
O=c1c(C=NCCCn2ccnc2)c(-c2ccccc2)[nH]n1-c1nc2ccccc2s1 | 4% | 2% | ? | 209 | 4% | -7% | 152%[activator]
CCOC(=O)C1=C(COC(=O)/C=C/c2ccccc2)NC(=O)NC1C (stereo unspecified) | -6% | . | ? | -8 | 0% | -14% | -6%
COc1ccc2oc(C(=O)c3ccccc3)c(NC(=O)CN3CCN(C)CC3)c2c1 | 10% | 1% | -1% | ? | 1% | 1% | 193%[activator]

Brought forward from above: 4 compounds, followed by the next part.
SMILES | AMA1-RON2 inh | LmPK inhibitor | AmpC detergent | HCMV inh | TbPYK inhibitor | Sm TGR inh | AmpC inh no detg
O=C(NCC(c1cccnc1)N1CCc2ccccc21)c1ccc(Cl)cc1 (stereo unspecified) | . | . | 12% | -18 | -5% | 6% | .
O=c1c(C=NCCCn2ccnc2)c(-c2ccccc2)[nH]n1-c1nc2ccccc2s1 | 4% | 2% | ? | 209 | 4% | -7% | 152%[activator]
CCOC(=O)C1=C(COC(=O)/C=C/c2ccccc2)NC(=O)NC1C (stereo unspecified) | -6% | . | ? | -8 | 0% | -14% | -6%
COc1ccc2oc(C(=O)c3ccccc3)c(NC(=O)CN3CCN(C)CC3)c2c1 | 10% | 1% | -1% | ? | 1% | 1% | 193%[activator]
Cc1cccc(CC(=O)NC2CC(=O)N(c3ccc4c(c3)OCCO4)C2)c1 (stereo unspecified) | . | . | -2% | 13 | 4% | 3% | .
CCOC(=O)Nc1ccc2c(c1)N(C(=O)N(CC)CC)c1ccccc1CC2 | 5%[11.6 µM] | 3% | -12% | -9 | -1% | -1% | 63%[activator]
FC(F)(F)c1ccccc1C1=CC(c2ccccc2)n2ncnc2N1 (stereo unspecified) | 6% | . | . | 11 | 2% | . | .
O=NN(C(=O)NC1CCC(C(=O)O)CC1)C1CCC(C(=O)O)CC1 (stereo unspecified) | -7% | . | . | 6 | 1% | . | .
O=C(c1ccc(N2C(=O)CCC2=O)cc1)N1CCCSC1=Nc1ccccc1 | 12% | . | . | -22 | -4% | . | .
CCc1cccc2c(C(=O)C(NCCOC)c3ccccc3)c[nH]c12 (stereo unspecified) | 15% | 3% | 1% | -37 | 3% | 14% | 39%
CN(C(=O)CSc1nnnn1-c1ccc(O)cc1)C1CCCCC1 | 7% | . | . | 9 | -14% | . | -28%
CCOc1ccccc1OCC(=O)Nc1ccc(S(=O)(=O)N(C)C)cc1 | -2% | -1% | -5% | -20 | -12% | 3% | 4%
CCOc1ccc(NC(=O)CN2CCN(CC(=O)Nc3ccccc3OCC)CC2)cc1 | . | . | 18% | 0 | -1%[15.4 µM] | 3% | .
O=C(CNC(=O)c1ccc(Br)o1)NCc1ccc(Cl)cc1 | 0% | -1% | 3% | . | 1% | -4% | -25%
O=C(NC(=S)Nc1nc(-c2ccccc2)cs1)c1cncc(Br)c1 | 11% | 4% | ? | -14 | 0% | -19% | -33%
O=C(Nc1ccccc1)O/N=C/c1ccncc1 | 2% | -13% | -3% | 33 | 2% | 8% | -16%
O=C(Nc1cccc(Cl)c1)N1Cc2ccccc2Oc2ncccc21 | . | . | 3% | 18 | 2% | -4% | .
COc1ccc(OC)c(S(=O)(=O)NCCc2sc(-c3cccnc3)nc2C)c1 | . | . | 1% | 2 | 6% | -24% | .
COC(=O)CSc1nc(N2CCOCC2)c2c(c1C#N)CCCC2 | 2% | 5% | 5% | -22 | -5% | -1% | 63%[activator]
COc1ccc(Nc2nc3ccccc3n3cnnc23)cc1Cl | -1% | -1% | -6% | -19 | 1% | -1% | 15%
COC(C[C@@H](O)C[C@@H](O)[C@H](C)OCc1ccccc1)OC | 3% | . | . | 9 | -4% | . | .
Cc1ccccc1Nc1nnc(SCC(=O)N(C)C2CCS(=O)(=O)C2)s1 (stereo unspecified) | 11% | 0% | -6% | -18 | -5% | -9% | -42%
C=C(C)C1CC=C(C)/C(=N\NC(=O)CCc2ccccc2)C1 (stereo unspecified) | -25% | -3% | -14% | -17 | -11% | -1% | -23%
COc1ccc(CN2CCN(Cc3ccon3)CC2CCO)c(C)c1C (stereo unspecified) | -4% | 1% | 2% | -2 | 6% | -7% | -3%
COc1ccc(Nc2cc(C)nc3ccccc23)cc1 | 0% | -2% | -1% | ? | -11% | 10% | .
COCCNC(=O)CCCN1C(=O)c2ccccc2Sc2ncccc21 | 13% | 0% | 5%&0% | -3&-11 | -4%&-2% | 0%&4% | -3%
c1ccc(-c2cc3nc(NCc4ccc5c(c4)OCO5)ccn3n2)cc1 | -5% | . | . | 46 | -4% | . | .
CCOc1cc(CN2CCN(c3ccc(C(C)=O)cc3)CC2)ccc1OC | ? | -5% | -1% | 2 | -2% | 0% | 37%
CCOc1ccc(OCC)c(S(=O)(=O)N2CCC(C)CC2)c1 | 15% | 5% | -11% | 15 | -6% | 6% | 18%

(next part)
SMILES | AMA1-RON2 inh | LmPK inhibitor | AmpC detergent | HCMV inh | TbPYK inhibitor | Sm TGR inh | AmpC inh no detg
Cc1cccc(NC(=O)CCNS(=O)(=O)c2cccc3nsnc23)c1C | 25% | -10% | -11%&-5% | -16&6 | -6%&1% | 1%&1% | 75%[activator]
C=CCn1c(SCC(=O)Nc2nnc(CC)s2)nnc1-c1ccco1 | 40%[activator] | -5% | 3% | -6 | -4% | -4% | -15%
Cc1ccc(NC(=O)c2cccc3c2C(=O)N(C2CCCCC2)C3)c(C)c1 | 16% | 10% | 5%&5% | -1 | 0%&1% | 4%&44% | -15%
CC1CCCC(C)N1/N=C/c1ccccc1OC(F)F (stereo unspecified) | -10% | 6% | 2% | 11 | 1% | 47%[activator] | -4%
C=CCN1C(=O)/C(=C/c2ccc(OC(C)=O)c(OCC)c2[N+](=O)[O-])SC1=S | ? | -12% | 8% | -99* | 4% | . | -49%
CCOc1cc(/C=N/O)cc(Cl)c1OC | -4% | -1% | 2% | -19 | -4% | 0% | -3%
O=C(c1cc2ccccc2o1)N1CCN=C1SCc1cccc(F)c1 | 1% | 5% | ? | -27 | -5% | -4% | -24%
CN(CC1COc2ccccc2O1)C(=O)c1ccc(N(C)C)cc1 (stereo unspecified) | -12% | 10% | 1% | -10 | -1% | 3% | 3%
Fc1cccc2sc(N3CCCCC3)nc12 | 0% | -20% | ? | 15 | 4% | 3% | 2%
CC(C)C(C(=O)Nc1nccs1)N1C(=O)c2ccccc2C1=O (stereo unspecified) | 3% | -3% | -6% | -15 | -2% | . | -21%
Cc1sc2nc(CN(Cc3cccs3)C(=O)NC3CCCCC3)[nH]c(=O)c2c1C | -11% | 0% | 35µM* | -25 | 2% | -11% | -9%
CC(=O)c1ccccc1Oc1nc(CN2CCOCC2)nc2scc(-c3cccs3)c12 | 85%[activator] | 5% | 3% | -2 | 6% | 45µM* | 171%[activator]
O=C(O)c1ccc(N2CC3CC(C2)c2cccc(=O)n2C3)c(NC(=S)Nc2ccc(Br)cc2)c1 (stereo unspecified) | -1% | 0% | -3% | ? | -18% | ? | -34%
